From PubChem
Menin-MLL TR inh – qHTS Assay for Inhibitors Targeting the Menin-MLL Interaction in MLL Related Leukemias: Competition With Texas Red Labeled MLL-derived Mutant Peptide | 270,000 compounds, 0.23% hits | Menin + Texas Red MLL mutant peptide, fluorescence polarization | O00255 | Potency, µM (highest dose often 61.6 µM), inactives show top-dose FP activity change, negative = inhibition, hits mostly inhibitors; active means well fitted inhibition curve with a large enough effect in the polarisation, with a control signal flat, not every such curve was filed as active; inconclusive means small, poorly fitted or top-dose-only effect, or effect the other way, or a change in a side signal; inactive means no such curve, though single readings can be large or run the other way; the % refers to the polarisation; further: potency means the concentration at half of the fitted maximal effect; % of control where 0% means no effect; many of its hits are not listed in these tables
Target sequence (O00255 whole entry, looked up): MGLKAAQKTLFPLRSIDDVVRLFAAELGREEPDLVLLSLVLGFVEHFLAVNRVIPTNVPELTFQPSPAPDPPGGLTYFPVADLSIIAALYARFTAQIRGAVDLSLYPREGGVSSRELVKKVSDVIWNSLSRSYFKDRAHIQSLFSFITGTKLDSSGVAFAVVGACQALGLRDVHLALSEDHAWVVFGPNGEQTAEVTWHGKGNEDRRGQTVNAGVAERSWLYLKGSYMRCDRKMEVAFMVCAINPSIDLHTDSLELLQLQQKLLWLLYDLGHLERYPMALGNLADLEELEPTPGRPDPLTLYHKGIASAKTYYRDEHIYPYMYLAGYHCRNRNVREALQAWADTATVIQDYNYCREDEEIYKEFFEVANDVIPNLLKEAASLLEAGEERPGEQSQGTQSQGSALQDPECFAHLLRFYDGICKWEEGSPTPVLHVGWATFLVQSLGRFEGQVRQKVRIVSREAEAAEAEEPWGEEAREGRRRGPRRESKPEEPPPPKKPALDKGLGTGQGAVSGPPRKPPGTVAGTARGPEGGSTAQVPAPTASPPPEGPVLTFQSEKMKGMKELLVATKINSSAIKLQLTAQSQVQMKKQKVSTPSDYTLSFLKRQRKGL
AT treatment – qHTS Assay for Identifying a Potential Treatment of Ataxia-Telangiectasia; […] A-T fibroblasts, KAP-1 phosphorylation AlphaLISA; neocarzinostatin DNA damage 30 min before lysis; Potency, µM (highest dose often 57.5 µM), inactives show top-dose activation, hits mostly activators; 320,000 compounds, 0.19% hits; further: potency means the concentration at half of the fitted maximal effect; % of control where 0% means no effect; nearly all actives have a fitted effect of over 45% in size
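hTERT-immortalized A-T patient fibroblasts ([…]), 500 cells/well in OPTI-MEM, 1% FBS, got compounds for 60 min, then NCS for 30 min at 37C. Lysates were then assayed for phospho-KAP-1 by AlphaLISA (anti-pKAP1 donor, anti-KAP1 acceptor beads), 6 hr at 25C.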
Mito fusion yeast – qHTS Assay for Small Molecule Inhibitors of Mitochondrial Division or Activators of Mitochondrial Fusion; Potency, µM (series often up to 46.1 µM), without a hit: at the highest dose growth rescue (activation), hits mostly activators; S. cerevisiae fusion-defective mutant growth rescue, CellTiterGlo 48 h; 320,000 compounds, 0.23% hits;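 further: potency means the concentration at half of the fitted maximal effect; % of control where 0% means no effect; nearly all actives have a fitted effect of over 45% in size; temperature-sensitive fusion mutants such as fzo1-1 at 37 °C on non-fermentable ethanol glycerol medium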
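Compounds are tested for their ability to restore growth of mitochondrial fusion-defective yeast strains at non-permissive 37C in YPEG medium over 48 hours. Viability is quantified by luciferase luminescence.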
TSHR antag – Antagonists of the Thyroid Stimulating Hormone Receptor: HTS campaign; activity change, negative = inhibition, % at 11.5 µM; AID 504810, 2011; Thyrotropin receptor (Homo sapiens), P16473; TSHR-expressing cells, TSH-stimulated cAMP HTRF, 2 h; stronger effect = lower value; 330,000 compounds, 0.2% hits;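 active means activity change below a set negative limit, meaning inhibition stronger than a set level, cut at about -70% in these data; inconclusive means activity change between two set negative limits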; further: on the % scale 0 is the no-effect control and ±100 the full control effect
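Inhibition of cAMP made by TSHR-expressing cells under TSH stimulation (4nM final, EC80; 2 h, 37 deg C) is quantified with a one-step lysis HTRF kit, anti-cAMP cryptate versus cAMP-d2.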
TCR act – Activators of T cell receptors: qHTS campaign; 330,000 tested, under 10 active; primary human leukocytes, anti-CD3, IL-2 HTRF, 48 h; AID 504894, 2011; Potency, µM (top dose mostly 9.22 µM), inactives show at the highest dose activation of IL-2 secretion, actives largely listed as activators; further: % of control where 0% means no effect
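Compounds are tested in HTS on primary human leukocytes co-incubated with a-CD3 beads for 48 hr. IL-2 output is measured by time-resolved FRET.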
S-ASM inh – Inhibitors of Secretory Acid Sphingomyelinase (S-ASM): qHTS. Sphingomyelin phosphodiesterase (Homo sapiens), P17405. 340,000 compounds, 0.006% hits. Potency, µM (top dose mostly 57.5 µM), for the others: at the highest dose activity change, negative = inhibition, most hits filed as inhibitors. placental ASM, HMU-PC fluorogenic substrate, 60 min; further: potency means the concentration at half of the fitted maximal effect
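Fluorogenic HMU-PC substrate (9 uM final) is turned over by placental ASM in 60 min at 37 C after a 10 min compound preincubation. Reaction ended by alkaline stop (pH 10), with fluorescence read at 386/447 nm.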
MBNL1 CUG block – qHTS Assay for Inhibitors of MBNL1-poly(CUG) RNA binding | Potency, µM (top dose mostly 57.5 µM), for inactives: at the highest dose activity change, negative = inhibition, actives largely listed as inhibitors | Muscleblind-like protein 1 (Homo sapiens), Q9NR56 | 280,000 compounds, 0.036% hits | AID 2675, 2010 | TR-FRET MBNL1-His/biotin-(CUG)12 binding, 665/545 ratio; active means well fitted inhibition curve with a large enough effect in the signal ratio, with a control signal flat, not every such curve was filed as active; inconclusive means small, poorly fitted or top-dose-only effect, or effect the other way, or a change in a side signal; inactive means no such curve, though single readings can be large or run the other way; the % refers to the signal ratio; further: potency means the concentration at half of the fitted maximal effect; on the % scale 0 is the no-effect control and ±100 the full control effect
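Ratiometric TR-FRET (665 over 545 nm, excitation 340 nm) tracks disruption of MBNL1-His/biotin-(CUG)12 complex after 60 min at room temperature, with compounds at 92 nM to 58 uM final.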
a7 integrin act – qHTS for Activators of Integrin-Mediated Alleviation for Muscular Dystrophy | Potency, µM (titrated, usually from 38.3 µM), for inactives: at the highest dose activation, usual class: activators | 350,000 compounds, 0.064% hits | alpha7betagal myoblasts, beta-gal FDG fluorescence, 48 h;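 further: potency means the concentration at half of the fitted maximal effect; 100% = response of the positive control SU9516; nearly all actives have a fitted effect of over 60% in size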
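Alpha7betagal+/- myoblasts (passage 13) were plated 16-24 hr, then exposed to compounds (1:260 dilution of DMSO stock) for 48 hours at 37C. After MPER lysis, β-galactosidase reporter activity was read as FDG fluorescence (ex 480/em 540) after 30 minutes.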
MLL CXXC-DNA inh – qHTS Fluorescence Polarization Assay for Inhibitors of MLL CXXC domain - DNA interaction | MLL-CXXC / FITC-HOXA9 DNA fluorescence polarization | Potency, µM (doses to about 115 µM), without a hit: at the top dose activity change, negative = inhibition, hits mostly inhibitors | 290,000 compounds, 0.037% hits; active means well fitted inhibition curve with a large enough effect in the polarisation, with a control signal flat, not every such curve was filed as active; inconclusive means small, poorly fitted or top-dose-only effect, or effect the other way, or a change in a side signal; inactive means no such curve, though single readings can be large or run the other way; the % refers to the polarisation; further: potency means the concentration at half of the fitted maximal effect
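Steps: dispense CXXC domain solution (7 uM) → pin compounds or unlabeled HOX-A9 DNA control → 5 min ambient → add FLSN-HOX-A9 solution (50 nM) → spin → 30 min ambient → fluorescence polarization. Tris pH 7.5/NaCl/DTT/BSA buffer.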
TSG101-PTAP inh – qHTS Assay for Iinhibitors of HIV-1 Budding by Blocking the Interaction of PTAP/TSG101. Tumor susceptibility gene 101 protein (Homo sapiens), Q99816. Fluorescence polarization, FITC-PTAP peptide / Tsg101 binding. Potency, µM (series often up to 115 µM), for the others: at the top dose activity change, negative = inhibition, most hits filed as inhibitors. 340,000 tested, under 10 active; active means well fitted inhibition curve with a large enough effect in the main read-out, with a control signal flat, not every such curve was filed as active; inconclusive means small, poorly fitted or top-dose-only effect, or effect the other way, or a change in a side signal; inactive means no such curve, though single readings can be large or run the other way; further: potency means the concentration at half of the fitted maximal effect; % of control where 0% means no effect
Target sequence (Q99816 whole entry, looked up): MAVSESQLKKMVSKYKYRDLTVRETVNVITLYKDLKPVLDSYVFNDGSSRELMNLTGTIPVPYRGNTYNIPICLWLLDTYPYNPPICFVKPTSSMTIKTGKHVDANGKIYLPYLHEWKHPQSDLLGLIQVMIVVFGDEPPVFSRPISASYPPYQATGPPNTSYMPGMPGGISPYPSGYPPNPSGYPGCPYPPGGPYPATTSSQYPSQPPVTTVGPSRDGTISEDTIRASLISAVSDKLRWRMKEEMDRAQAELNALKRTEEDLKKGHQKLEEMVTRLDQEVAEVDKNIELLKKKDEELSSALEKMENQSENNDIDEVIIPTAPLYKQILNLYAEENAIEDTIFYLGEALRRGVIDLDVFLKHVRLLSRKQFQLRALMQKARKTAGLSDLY
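FP read-out: FITC-PTAP peptide, 50 nM final, binding Tsg101 binding domain, 10 uM final; 20 min, r.t.; 10 mM HEPES pH 7.5, 0.15 M NaCl, 0.01% Tween 20, 3 mM EDTA, 0.1 mM TCEP.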
An asterisk follows results filed as active; ? = inconclusive; . = not tested or not shown; [ ] = another dose, or the depositor's remark. Unless noted, the call rests on the fitted dose curve; in most records, active means well fitted curve in the direction sought with a large enough effect; inconclusive means small, poorly fitted or top-dose-only effect, or another doubt; inactive means no such curve, though single readings can be large; an effect the other way counts as inactive or inconclusive. Not all compounds are listed; rates above refer to the full screens.

Structure	Menin-MLL TR inh	AT treatment	Mito fusion yeast	TSHR antag	TCR act	S-ASM inh	MBNL1 CUG block	a7 integrin act	MLL CXXC-DNA inh	TSG101-PTAP inh
CCC1(c2ccc(F)cc2)NC(=O)N(CC(=O)N2CC(=O)Nc3ccccc32)C1=O (configuration not stated)	.	6.5%	-1.1%	2.0	-0.3%	3.3%	.	12.1%	.	-1.2%
CCSC1=N/C(=C\c2ccc(OC)cc2)C(=O)N1	14.2%	10.2%	18.7%	2.2	-6.3%[46.1 µM]	7.2%	?	-14.8%	-3.7%	-4.4%
CCOc1ccc(CN(C)C(C)C(=O)Nc2ccc([N+](=O)[O-])cc2Cl)cc1OC (configuration not stated)	-7.1%	4.1%	-1.4%	-43.3	1.4%[46.1 µM]	-2.2%	6.7%	-40.6%	3.0%	-2.9%
COc1cn(-c2ccccc2)nc1C(=O)OCC(=O)Nc1ccc(C)c(C)c1	.	-0.8%	-3.8%	6.8	2.0%	2.7%	.	38.3%	.	0.5%
CCc1ccc(NC(=O)C(=O)NNC(=O)c2ccc(OC)cc2)cc1	6.2%	-1.9%	13.7%	-6.8	2.6%	3.5%	-1.0%	10.8%	-0.4%	3.5%
O=C(COc1ccc(Cl)cc1Cl)Nc1nnc(C2=COCCO2)o1	?	2.5%	-5.8%	-4.6	5.5%	-0.6%	-3.9%	0.0%	-2.0%	-6.9%
CC1CCN(C(=O)COc2ccccc2F)CC1	1.5%	23.0%	2.6%	8.5	3.6%	1.4%	-5.1%	-5.1%	0.9%	5.6%
Cc1cc(N2CCCCC2)n2ncc(-c3ccc(Cl)cc3)c2n1	10.4%	8.2%	-3.1%	-3.2	3.5%	65.5%[activator]	-3.8%	-2.8%[7.66 µM]	-1.0%	-6.7%
COC(=O)c1ccccc1CSc1nsc(C)c1C#N	18.1%	11.4%	20.6%	-8.0	-18.4%	2.7%	1.5%	5.0%	-3.6%	-8.1%
O=C1CC(/C=C/c2ccccn2)=Nc2ccccc2N1	-12.2%	0.5%	2.1%	-7.8	3.8%	3.0%	19.9%	-124.9%[inhibitor]	-0.4%	-1.2%
O=C(COC(=O)CCc1c[nH]c(=O)[nH]1)Nc1ccccc1Cl	0.5%	1.8%	-5.1%	0.1	5.4%	11.3%	1.1%	4.7%	9.9%	-6.7%
COc1cc(OC)c(NC(=O)[C@@H]2CCC(=O)N2C2OC(=O)c3c2ccc(OC)c3OC)cc1Cl (some centres not stated)	8.2%	-4.3%	1.0%	-0.3	14.5%	-3.1%	-5.4%	0.0%	3.0%	-1.7%
Cc1cc(NS(=O)(=O)c2ccc(NC(=O)COc3ccccc3C(C)C)cc2)no1	17.1%	-9.0%	-4.2%	-7.1	3.5%	-1.9%	9.4%	10.4%	-9.0%	-5.2%
Cc1ccc(C)c(S(=O)(=O)N2CCN(C(=O)Cc3ccccc3)CC2)c1	.	14.9%	0.3%	-3.6	-5.3%	0.7%	.	20.1%	.	-4.3%
CSc1ncccc1C(=O)OC(C)C(=O)Nc1cccc(S(=O)(=O)N2CCOCC2)c1 (configuration not stated)	.	-10.4%	.	-1.4	-4.7%[46.1 µM]	-2.4%	.	15.7%	.	-0.2%
CCCCN(C)C(=O)Cc1c(OC)ccc2cc(Br)ccc12	3.4%	-2.3%	?	-0.5	-4.1%[46.1 µM]	-2.2%	63.2%[activator]	-31.4%	-5.5%	0.0%
CCC(=O)Nc1cccc(NC(C)=O)c1	8.4%	.	0.5%	3.9	.	.	-8.5%	.	-1.6%	.
S=C(NCCc1ccccc1)NC1CC2CCC(C1)N2Cc1ccccc1 (configuration not stated)	?	5.6%	30.0%	-2.0	1.9%	2.0%	-3.8%	-48.6%[inhibitor]	1.1%	-3.5%
Cc1[nH]c(=O)[nH]c(=O)c1NC(=O)c1sc2nc3c(C)cccc3cc2c1N	38.4%[activator]	-1.1%	-4.2%	-6.6	6.5%[46.1 µM]	-13.1%	?	-3.7%	1.8%	-4.9%
C[C@H](NC(=O)c1nc[nH]c1C(=O)N[C@@H](Cc1ccccc1)C(=O)OC(C)(C)C)c1ccccc1	3.4%	-11.8%	9.6%	-14.8	-4.5%	-5.9%	-3.1%	-26.9%	-21.2%	?
COc1cc(C(=O)OCc2ccc(C)cc2)cc(NC(=O)c2cccs2)c1OC	3.7%	0.2%	1.7%	-16.5	0.9%[46.1 µM]	36.9%	.	1.2%	6.0%	-9.7%
CCCN(C(=O)c1ccccc1N)c1c(C)n(C)n(-c2ccccc2)c1=O	-7.1%	-2.7%	-0.4%	9.3	.	4.8%	-7.0%	-2.8%	-0.7%	-5.7%
Cn1c(=N)n(CC(=O)c2ccc(F)cc2)c2ccccc21	18.4%	31.6%	-12.6%	-5.5	-5.5%	-0.9%	3.0%	8.7%	14.2%	-0.7%
CC(NC(=O)C1CSC2(C)CCC(=O)N12)c1ccccc1Cl (configuration not stated)	.	-4.9%	-1.8%	3.3	3.0%	0.3%	.	-5.7%	.	1.6%
Cc1nc(CNS(=O)(=O)c2ccccc2F)cs1	1.8%	-0.8%	-1.3%	12.2	0.3%	0.9%	-12.1%	-4.4%	6.0%	-4.4%
Cc1ccnc(NC(=O)CN2C(=O)c3ccccc3S2(=O)=O)c1	.	-3.9%	-2.0%	9.6	4.0%	2.5%	.	-21.6%	.	-2.4%
CN(CCC#N)C(=O)COC(=O)c1ccccc1C(=O)c1ccc(Cl)c([N+](=O)[O-])c1	-4.2%	-7.9%	2.5%	-28.9	0.5%	-0.4%	?	-69.4%[inhibitor]	-6.7%	-2.2%
Cc1ccccc1-n1cc[nH]c1=S	0.0%	-2.6%	-3.5%	-5.8	3.6%	0.3%	2.4%	-4.6%	12.4%	-10.9%
O=C(NCc1ccccc1Cl)C1CCN(S(=O)(=O)N2CCCC2)CC1	12.4%	1.5%	-6.1%	-7.5	-6.2%	5.9%	-23.5%	-6.5%	-6.7%	-2.7%
O=C(CN1CCN(c2ccccc2F)CC1)NCc1ccccc1	-12.9%	0.0%	-0.8%	11.8	.	-0.8%	6.9%	0.3%	-1.1%	-1.7%
COc1ccc(OCC(=O)Nc2cccc(NC(=O)c3ccco3)c2)cc1	?	-6.6%	2.8%	-3.6	-7.5%	-1.0%	-6.5%	11.2%	-4.5%	-1.2%
C[N+]1(C)CCC(=C2c3ccccc3CC(=O)c3sccc32)CC1	-19.1%	9.6%	-3.9%	30.7	0.5%	-2.8%	?	-36.8%	1.6%	-3.2%
Cc1ccc(CNC(=O)CSc2c3c(nc4ccc(Cl)cc24)CCCC3)o1	10.9%	1.1%	-0.1%	-1.8	3.5%	-0.6%	13.6%	-49.0%[inhibitor]	-17.5%	-5.3%
O=C(NCc1ccco1)c1c(F)cccc1Cl	22.3%	-6.2%	-3.3%	2.6	7.5%[46.1 µM]	-0.6%	-5.0%	-16.4%	9.3%	-2.1%
Cc1ccc2[nH]c(=O)c(CN(Cc3cccs3)Cc3nnnn3Cc3ccccc3)cc2c1	-1.5%	1.8%	1.2%	-22.0	0.6%	-14.6%	1.4%	-8.8%	-6.2%	-8.9%
Cc1onc(-c2ccccc2Cl)c1C(=O)Nc1cccc(S(=O)(=O)N2CCOCC2)c1	.	-2.6%	.	14.9	4.3%	-0.5%	.	-17.6%	.	0.2%
